Source: PubChem (Sanford-Burnham Center for Chemical Genomics)
UBC13 inh = human UBC13 polyubiquitination inhibition | inhibition, % at 20 µM | P61088 | hit rate 0.47% among 330,000 | UBC13 polyubiquitin chain formation, TR-FRET; in the data active means inhibition above about 45%, passing the limit was not always enough
Target sequence (P61088 whole entry, looked up): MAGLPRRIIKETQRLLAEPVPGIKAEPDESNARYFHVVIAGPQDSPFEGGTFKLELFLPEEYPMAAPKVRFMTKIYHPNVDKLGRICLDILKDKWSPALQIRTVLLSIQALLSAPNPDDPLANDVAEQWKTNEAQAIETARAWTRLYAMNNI
PfG6PD inh = PfG6PD (Plasmodium falciparum) enzyme inhibition; inhibition, % at 20 µM; PfGluPho enzyme, NADPH resazurin-diaphorase fluorescence; hit rate 0.78% among 350,000;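 active means inhibition reaching at least a set limit at 20 µM in the primary screen, cut at about 59% in these data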;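 further: 0% = DMSO wells with substrate and 100% = DMSO wells lacking glucose-6-phosphate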
SENP8 block-1 = blocks human SENP8 cleavage of Nedd8 substrate; Q96LD8; recombinant SENP8, Nedd8 substrate fluorescence; inhibition, % at 20 µM; hit rate 0.64% among 360,000; AID 602440; in the data active means inhibition mostly above about 40%, no sharp cut-off; inactive means mostly below about 27%
Target sequence (Q96LD8 whole entry, looked up): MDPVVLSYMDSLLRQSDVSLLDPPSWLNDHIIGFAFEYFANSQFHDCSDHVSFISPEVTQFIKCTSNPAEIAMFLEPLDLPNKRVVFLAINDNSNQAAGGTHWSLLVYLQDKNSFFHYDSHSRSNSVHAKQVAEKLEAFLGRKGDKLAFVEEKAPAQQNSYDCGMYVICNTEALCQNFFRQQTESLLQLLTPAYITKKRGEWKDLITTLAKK
SENP8 block-2 = SENP8 protease inhibition; Q96LD8; purified SENP8, Z-RLRGG-aminoluciferin cleavage, luminescence; inhibition, % at 10 µM; hit rate 1.2% among 330,000; AID 2540; in the data active means inhibition above about 50%
SENP1 inh = blocks the human SENP1 SUMO protease catalytic domain; Q9P0U3; recombinant SENP1 catalytic domain, CyPet-SUMO1-YPet FRET cleavage; inhibition, % at 10 µM; hit rate 0.21% among 360,000; AID 624204;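 active means inhibition at least 30% at 10 µM, raw YFP signal under a set limit, fluorescence ratio 0.5 to 1.5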;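 further: 0% = enzyme with DMSO and 100% = no enzyme wells; some results filed as inactive read as strong as hits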
Target sequence (Q9P0U3 419-644 limits assumed): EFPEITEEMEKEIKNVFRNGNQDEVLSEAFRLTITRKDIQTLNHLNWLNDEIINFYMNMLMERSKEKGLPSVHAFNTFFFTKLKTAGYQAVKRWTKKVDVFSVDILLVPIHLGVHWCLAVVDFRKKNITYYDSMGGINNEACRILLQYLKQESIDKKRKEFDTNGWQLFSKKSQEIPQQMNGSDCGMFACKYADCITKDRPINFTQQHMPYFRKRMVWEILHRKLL
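Test system: human SENP1 catalytic domain; medium: Tris pH 8 buffer plus EDTA, NaCl, BME, BSA, NP40, catalase; incubation: 50 min reaction at room temperature; technique: FRET, CFP and YFP emission; controls: no-enzyme low control and enzyme-plus-DMSO high control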
MIN6 prolif = induces beta-cell replication in MIN6 cells; MIN6 cells proliferation, ATPlite luminescence, 48 h; cells starved in 0.2% serum; 100% = growth in 10% serum; hit rate 0.29% among 330,000; AID 2380; proliferation, % at 10 µM;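 active means compounds whose signal lies at least 3.5 SD above the mean of all wells on their plate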;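 further: 0% = DMSO-treated cells in low-serum medium and 100% = 10% serum control; some compounds called inactive have numbers as strong as hits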
HKDC1 inh = blocks human hexokinase HKDC1 activity. Q2TB90. hit rate 0.16% among 340,000. inhibition, % at 20 µM. AID 493160. recombinant HKDC1, G6PDH/diaphorase resazurin coupled fluorescence;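 active means inhibition above about 35% when tested at 20 µM, limit read from the data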;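 further: plate controls were DMSO wells with enzyme for no effect and DMSO wells lacking enzyme for full effect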
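Assay system: recombinant HKDC1 hexokinase; detection: coupled resazurin fluorescence, excitation 525 nm, emission 613 nm; benchmarks: DMSO-plus-enzyme-mix negative control, buffer-substituted positive control; compound dosing: single 20 µM dose; schedule: 90 min at room temperature in dark; also added: glucose plus 1 mM ATP as hexokinase substrates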
SENP7 block = blocks the human protease SENP7. inhibition, % at 5 µM. hit rate 1.5% among 330,000. AID 434973. recombinant SENP7, Z-RLRGG-aminoluciferin luminescence, 40 min;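 active means inhibition above about 50% at the single test dose, limit read from the data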;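 further: plate controls were DMSO with enzyme for no effect and no enzyme buffer wells for full effect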
Target sequence (Q9BQF6 706-1050 limits assumed): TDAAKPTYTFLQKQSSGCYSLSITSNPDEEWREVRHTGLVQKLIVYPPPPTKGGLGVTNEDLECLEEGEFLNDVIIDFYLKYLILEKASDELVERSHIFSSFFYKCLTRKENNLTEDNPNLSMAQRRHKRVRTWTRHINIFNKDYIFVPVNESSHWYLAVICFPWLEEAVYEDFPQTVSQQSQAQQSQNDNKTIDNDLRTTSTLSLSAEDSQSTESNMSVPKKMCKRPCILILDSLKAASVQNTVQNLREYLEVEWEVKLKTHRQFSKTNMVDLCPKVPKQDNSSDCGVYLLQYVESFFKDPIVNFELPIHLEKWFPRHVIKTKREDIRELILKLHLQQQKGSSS
SENP6 inh = blocks the human protease SENP6. Recombinant SENP6 catalytic domain, aminoluciferin luminescence. inhibition, % at 10 µM. hit rate 1.8% among 330,000. AID 2599;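 active means inhibition above about 50% at the single tested dose, limit read from the data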;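 further: plate controls were DMSO wells with enzyme for no effect and DMSO wells lacking enzyme for full effect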
Active calls of the source: *; / = no result given.

No.	compound	UBC13 inh	PfG6PD inh	SENP8 block-1	SENP8 block-2	SENP1 inh	MIN6 prolif	HKDC1 inh	SENP7 block	SENP6 inh
1	NS(=O)(=O)c1ccc(NC2=CC(c3ccc([N+](=O)[O-])cc3)N(c3ccc(S(N)(=O)=O)cc3)C2=O)cc1 (stereo not given)	-26.3	15.7	4.4	0.9	4.0	-3.2	-1.2	-5.1	13.9
2	Cc1cc(C(=O)Nc2cccc3cccnc23)ccc1[N+](=O)[O-]	-5.6	15.7	7.1	-10.2	3.7	2.4	-10.8	22.2	-5.0
3	COc1ccc(OC)c(NC(=O)Cc2nn(C)c(=O)c3ccccc23)c1	10.7	-2.7	13.2	-10.2	0.2	0.8	-5.8	-7.4	-9.8
4	CCOC(=O)c1[nH]c(C)c(C(=O)NCc2ccc(C)cc2)c1C	1.5	4.9	8.1	-0.2	-0.6	4.3	-0.1	-5.5	-8.5
5	COc1cc(CN2CCC(C(=O)NCC(C)(C)CN(C)C)CC2)ccc1OCc1ccccc1	4.4	-9.8	23.7	14.3	0.5	-4.4	-1.4	-1.6	14.8
6	Cc1ccc2ncnc(Oc3ncccc3NC(=O)C(C)(C)C)c2c1	1.8	3.2	23.4	2.4	-0.2	-1.3	1.6	3.0	-2.2
7	S=C(Nc1ccc(Br)cc1)N1CCCC1	-12.9	-27.7	18.0	-9.8	-1.3	-2.4	14.6	-4.3	-12.5
8	C=C1C(O)C[C@@H](C(C)C)N(CC(C)C)S1(=O)=O (stereo not given in full)	/	-5.0	8.7	/	-0.2	/	-2.1	/	/
9	CC(C)(C=O)Cc1cc(C(C)(C)C)c(O)c(C(C)(C)C)c1	-26.2	5.4	-1.9	-6.3	-0.7	1.6	1.1	-11.0	-10.1
10	COc1ccc(CNC(=O)c2c(C)cc(=O)oc2C)cc1OC	-13.6	-4.8	-15.1	-8.3	0.4	-4.6	5.7	-3.6	-23.2
11	CC1(C)CC(=O)C(C(=O)/C=C/NCCc2ccccc2)C(=O)C1	5.8	-9.9	-58.3	-5.3	-2.4	-1.4	-10.5	3.4	1.4
12	CCC(C)(C)n1nnnc1C(c1cc2cc(C)cc(C)c2[nH]c1=O)N1CCN(Cc2ccc3c(c2)OCO3)CC1 (stereo not given)	/	-27.3	-34.9	/	-4.2	/	-1.9	/	/
13	O=c1[nH]cc([N+](=O)[O-])cc1Br	-11.4	0.6	10.2	-12.4	2.3	-4.4	-9.6	-3.2	-26.0
14	Cc1cc(NC(=S)N(Cc2ccc(Br)cc2)Cc2ccc(C(=O)O)cc2)ccc1Cl	-25.8	-22.1	4.9	1.0	0.9	-5.3	-2.9	9.1	-5.1
15	CC(=O)Nc1cccc(-c2nc3ccccc3c(=O)o2)c1	11.0	13.8	8.0	-3.2	0.1	-0.1	0.9	-3.8	-11.7
16	CN(CC#CC1(O)c2ccccc2-c2ccccc21)Cc1ccccc1	-7.6	8.5	9.6	-12.2	-0.9	-3.6	0.8	3.7	-6.0
17	COc1ccc(N2CCN(c3ccnc4cc(Cl)ccc34)CC2)cc1	2.5	7.8	2.9	2.8	0.1	-2.4	0.2	1.4	-18.9
18	CCCCn1c(N)c(N(CCC(C)C)C(=O)CSc2nncn2-c2ccccc2)c(=O)[nH]c1=O	7.6	2.1	-4.3	-14.4	0.4	-2.6	-5.9	-2.0	-11.5
19	O=C(CSc1nnc2scc(-c3ccc(F)cc3)n12)NCc1ccco1	-14.6	-7.0	0.5	-9.0	3.0	-3.4	-3.8	-15.0	-6.5
20	CC[C@]12c3[nH]c4ccc(OC)cc4c3CCN1C(=O)C(CC(=O)NCCN1CCOCC1)C[C@@H]2C(=O)N1CCN(C(=O)c2ccco2)CC1 (stereo not given in full)	/	5.4	6.0	/	-1.8	/	-5.1	-8.5	/

(next part)
No.	compound	UBC13 inh	PfG6PD inh	SENP8 block-1	SENP8 block-2	SENP1 inh	MIN6 prolif	HKDC1 inh	SENP7 block	SENP6 inh
21	COC(=O)c1ccc(NS(=O)(=O)c2ccccc2)o1	-2.1	37.9	-30.8	-2.2	-7.0	-1.1	-0.5	4.9	7.7
22	CCc1ccc(NC(=O)c2cc(-c3ccc(F)cc3)on2)cc1	-1.8	-4.2	3.8	1.2	1.1	1.1	-6.1	6.7	-16.9
23	C/C(=N\NC(=O)CNC(=O)c1ccc2c(c1)OCO2)c1ccco1	-1.6	-11.3	19.2	-9.3	-1.4	-3.2	-8.5	-1.9	-13.1
24	O=C(NCCCn1ccnc1)c1cc(-c2ccccc2)on1	2.8	7.0	9.3	1.6	0.3	-4.0	-7.4	3.5	13.4
25	CCC(C)N(CCNC(=O)CC1Oc2ccc(C)cc2NC1=O)C1CCCCC1 (stereo not given)	14.6	55.8	2.1	2.0	-4.1	2.4	-10.2	2.5	-9.7
26	Cc1nnc(SCC(=O)c2ccc(C(C)C)cc2)s1	1.6	15.9	-7.7	-10.7	0.7	3.7	-3.2	-9.7	-9.8
27	O=C(CN1C(=O)NC2(CCCCCCC2)C1=O)NCc1ccc(Cl)cc1	8.8	8.4	7.9	-10.4	3.3	-4.7	1.8	9.3	-17.2
28	Fc1cccc(COc2ccccc2C(=S)N2CCCC2)c1	-4.5	47.2	16.6	4.8	-2.0	2.0	-1.5	3.5	2.0
29	CCOC(=O)c1[nH]c2ccccc2c1NC(=S)Nc1cccc(C)c1	-11.3	16.2	-396.2	-10.7	1.8	-1.6	-1.9	4.5	-0.1
30	Cc1cc2ncc(-c3cccs3)nc2cc1C	22.0	9.5	-264.2	95.9*	-2.5	-6.4	1.9	97.9*	93.7*
31	CSCCn1c(C(C)(C)C)cc(C(=O)O)c1C	-0.6	-1.3	16.7	-9.7	-0.1	1.1	-1.4	-11.2	-14.4
32	CCCc1cc(=O)[nH]c(SCC(=O)Nc2ccc3c(c2)CCC3)n1	9.8	-22.2	9.8	-2.4	2.0	1.0	-0.4	8.6	-7.6
33	COc1ccc(NC(=O)C(=O)NCC(c2ccco2)N2CCc3ccccc3C2)cc1OC (stereo not given)	-0.9	5.5	16.0	-1.7	-1.0	-0.8	-5.1	5.2	1.8
34	CN(C(=O)CCN1CCCO1)C1CCCN(Cc2ccccc2F)C1 (stereo not given)	4.4	-4.6	15.3	-2.6	-2.6	4.7	4.4	-4.8	4.9
35	COc1ccccc1-n1c(O)c(C=NCc2ccccn2)c2ccccc2c1=O	-2.1	5.4	2.8	6.9	0.8	-2.0	1.4	-6.8	-2.2
36	CC(=O)Nc1ccc(S(=O)(=O)NCC2CCC(C(=O)N3CCCCC3)CC2)cc1 (stereo not given)	6.6	-15.3	21.3	1.6	1.4	-2.9	-0.7	-0.5	14.0
37	O=S(=O)(O)C(c1ccccc1)C1(O)CCCCC1 (stereo not given)	/	-7.5	7.8	/	1.1	/	-4.0	/	/
38	CNc1nc(SCc2ccc(C)cc2)nc2c1CCCC2	3.6	-9.6	18.5	-10.6	1.6	-4.9	-4.2	-5.8	3.0
39	CCC(C)[C@H](NC(=O)[C@@H]1CSC2c3ccccc3C(=O)N21)C(=O)NCc1ccncc1 (stereo not given in full)	6.2	7.0	6.8	6.0	2.5	-1.1	-3.0	-4.4	-20.4
40	O=C(CN1C(=O)c2ccccc2S1(=O)=O)Nc1ncc(Cl)cc1Cl	2.9	15.8	-31.9	9.9	-56.2	-2.8	2.8	-2.7	-4.4

Structural class: the compounds so far containing bromine
No.	compound	UBC13 inh	PfG6PD inh	SENP8 block-1	SENP8 block-2	SENP1 inh	MIN6 prolif	HKDC1 inh	SENP7 block	SENP6 inh
7	S=C(Nc1ccc(Br)cc1)N1CCCC1	-12.9	-27.7	18.0	-9.8	-1.3	-2.4	14.6	-4.3	-12.5
13	O=c1[nH]cc([N+](=O)[O-])cc1Br	-11.4	0.6	10.2	-12.4	2.3	-4.4	-9.6	-3.2	-26.0
14	Cc1cc(NC(=S)N(Cc2ccc(Br)cc2)Cc2ccc(C(=O)O)cc2)ccc1Cl	-25.8	-22.1	4.9	1.0	0.9	-5.3	-2.9	9.1	-5.1

Other structures follow.
No.	compound	UBC13 inh	PfG6PD inh	SENP8 block-1	SENP8 block-2	SENP1 inh	MIN6 prolif	HKDC1 inh	SENP7 block	SENP6 inh
41	Cc1ccc(Nc2nnc(C(C)(C)C)c(=O)n2N)cc1	2.6	6.6	2.2	0.6	-0.7	1.0	-6.2	2.6	-3.3
42	O=C(O)CCCN1C(=O)c2ccc(Oc3cccc([N+](=O)[O-])c3)cc2C1=O	-4.2	-5.0	15.0	-5.8	4.1	-1.2	10.0	2.2	9.6
43	CCCn1cc(CN2CCN(Cc3ccc(C)o3)C(CCO)C2)c(C)n1 (stereo not given)	0.4	4.9	5.1	-1.0	0.2	-1.3	8.4	4.7	-0.9
44	Cn1c2ccccc2c2nnc(SCCN3CCOCC3)nc21	-3.9	30.7	10.0	-2.0	0.7	0.6	5.7	6.1	9.1
45	COc1ccc(C(=O)NCCc2nnc3ccc(SCC(=O)Nc4ccccc4F)nn23)cc1	0.7	-7.8	-16.5	-9.4	0.2	1.1	-2.5	-1.6	-0.5
46	CCOC(=O)c1cnc2c(c(C)nn2CC)c1NC1CC1	-0.6	-1.4	1.8	-5.6	3.6	5.3	5.7	3.7	14.6
47	CN(CC1CCCO1)S(=O)(=O)c1ccc(C(=O)Nc2ccc3c(c2)OCO3)cc1 (stereo not given)	-7.0	-0.8	8.7	2.2	0.1	-1.6	-3.5	-3.3	4.6
48	CCn1c(=S)[nH]c2cc(S(=O)(=O)N3CCCCC3)ccc21	4.2	20.9	11.0	-10.8	-0.7	-2.4	5.8	-4.0	-11.3
49	CCOC(=O)/C(=C\c1ccc(C)cc1)NC(=O)c1ccccc1	3.6	-6.8	19.4	0.6	-0.2	-0.3	-2.9	1.9	-1.0
50	CCOC(=O)c1cnc2c(C(=O)OC)cccc2c1NCCN1CCOCC1	-7.8	-3.6	-68.3	2.8	-54.3	-1.3	-4.4	-0.9	-16.8
51	COC(=O)c1ccc(Oc2nc(C)cc(Oc3ccccc3)n2)cc1	-6.9	-13.8	1.7	-6.8	0.5	4.0	-7.6	-6.2	-0.7
52	COc1cc(C(=O)NC(=S)N(CCC#N)Cc2cccnc2)cc(OC)c1OC	10.1	16.3	4.2	7.1	-0.2	-2.7	-2.6	-6.0	4.5
53	COc1ccc(/C=C/c2noc(-c3ccccc3O)n2)cc1	-5.6	-4.1	-8.5	88.1*	-0.9	-3.0	-14.1	88.5*	89.2*
54	COc1ccc(C2C(C#N)=C(N)N(c3cccnc3)C3=C2C(=O)CCC3)cc1Cn1cc([N+](=O)[O-])cn1 (stereo not given)	-2.3	33.5	-5.5	9.1	-23.0	3.0	7.5	8.9	7.1
55	O=C(CCc1nc2ccccc2c(=O)[nH]1)Nc1ccc(N2CCCCC2)cc1	-0.7	14.6	15.0	1.8	-2.1	0.4	6.4	3.5	-4.4
56	Cc1ccc(-c2nnc(-n3nnc4ccccc43)c3ccccc23)cc1	-6.4	-2.8	7.9	0.8	-1.4	-2.2	-2.5	6.4	-19.5
57	O=C(CN(Cc1ccco1)Cc1ccco1)Nc1cc(S(=O)(=O)N2CCCCC2)ccc1Cl	-16.0	6.3	2.5	-5.0	-3.0	-7.8	4.1	-8.7	-16.6
58	COc1cccc(CNC(=O)C2CCN(S(=O)(=O)c3ccc4c(c3)OCCO4)CC2)c1	10.4	6.8	0.5	-2.9	-2.2	2.0	-6.3	-1.1	-15.6
59	COc1cccc(NC(=S)NC2CC(C)(C)NC(C)(C)C2)c1	-1.7	-9.5	31.9	0.8	1.9	0.0	-8.9	9.9	1.2
60	CC(C)Sc1nc2ccc(Br)cc2[nH]1	9.5	11.6	-3.4	-5.2	3.1	-2.2	6.4	1.4	4.3
